Screening data as filed in PubChem.
esBAF inh: blocks esBAF chromatin remodeling in mouse ES cells; Bmi1-luciferase knock-in reporter, 24 h; 100% = twice the neutral-well signal; reporter increase, % at 12.5 µM; actives 2% (n = 350,000); AID 602393; in the data active = activation above about 40%;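 also: 0% = median of the plate's neutral control wells and 100% = double that signal; a rise in the Bmi1 reporter signal indicates esBAF inhibition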
Cneo AK release: Cryptococcus neoformans lysis via adenylate kinase release; C. neoformans lysis, adenylate kinase release luminescence, 4 h; normalised: neutral wells 0, clomiphene wells 100; lysis activity, % at 15 µM; actives 0.2% (n = 360,000);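 active = mean lysis activity across replicates of at least 80%, whatever share of replicates individually reach that level; inactive = mean lysis activity below 80%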
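Material – log-phase Cryptococcus neoformans yeast cells · Input – 5 × 10^6 yeast cells/mL · Medium – fresh YPD growth medium · Doses – single compound concentration per well · Timing – static 4 h at 37 °C with compound, 1 h detection · Detection – adenylate kinase release luminescence · Read-out – signal increase indicating cell lysis · Control set – Clomiphene as positive lysis control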
ERp5 block: blocks human ERp5 reductase activity on insulin | Q15084 | ERp5 insulin aggregation, absorbance 650 nm, 90 min | inhibition, % at 9.99 µM | actives 0.05% (n = 350,000);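 active = mean replicate inhibition above about 25%, with every replicate also reaching it, limit read from the data, passing the limit was not always enough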
Target sequence (Q15084 whole entry, looked up): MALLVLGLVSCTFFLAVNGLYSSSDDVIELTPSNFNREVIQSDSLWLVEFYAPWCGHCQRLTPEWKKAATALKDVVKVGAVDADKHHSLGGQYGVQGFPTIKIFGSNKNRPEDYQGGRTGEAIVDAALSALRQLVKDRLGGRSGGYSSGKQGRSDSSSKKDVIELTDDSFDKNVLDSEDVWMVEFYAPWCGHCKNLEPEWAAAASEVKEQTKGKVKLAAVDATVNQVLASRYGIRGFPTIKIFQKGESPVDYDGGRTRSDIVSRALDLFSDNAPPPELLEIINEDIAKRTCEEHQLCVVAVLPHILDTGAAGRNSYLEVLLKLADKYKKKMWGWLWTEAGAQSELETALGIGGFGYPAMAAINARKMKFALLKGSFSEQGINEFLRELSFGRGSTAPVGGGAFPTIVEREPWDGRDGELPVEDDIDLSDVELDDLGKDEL
SIRT5 inh: sirtuin-5 (human) deacylase inhibition; Purified SirT5, succinyl-peptide AMC, trypsin-coupled fluorescence; inhibition, % at 15 µM; actives 1.1% (n = 330,000); in the data active = inhibition above about 15%
Target sequence (Q9NXA8 whole entry, looked up): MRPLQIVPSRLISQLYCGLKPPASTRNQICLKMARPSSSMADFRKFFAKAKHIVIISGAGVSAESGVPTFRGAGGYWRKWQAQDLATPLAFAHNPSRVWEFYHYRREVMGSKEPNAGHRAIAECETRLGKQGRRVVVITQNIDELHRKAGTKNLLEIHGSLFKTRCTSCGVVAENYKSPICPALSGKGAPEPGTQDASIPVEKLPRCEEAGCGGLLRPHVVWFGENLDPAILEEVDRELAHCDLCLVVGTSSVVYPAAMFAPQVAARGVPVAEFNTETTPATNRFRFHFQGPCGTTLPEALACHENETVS
miR122 inh: blocks miR-122 activity in Huh7 sensor cells | Huh7 miR-122 Renilla luciferase sensor, 48 h; neutral wells = 0, positive control = 100 | activation (reporter increase), % at 12.5 µM | actives 0.3% (n = 340,000) | AID 602342;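 active = mean replicate activation score at least 90 and every replicate individually at or above 90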;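 also: higher luciferase means less miR-122 activity so hits act as miR-122 inhibitors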
Statin myotox sup: suppressors of simvastatin-induced myotoxicity in C2C12 myotubes | ATP luminescence, 48 h; scaled: DMSO 0, geranylgeraniol control 100 | rescue of ATP level, % at 7.49 µM | actives 0.78% (n = 330,000) | AID 602340;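 active = mean ATP rescue above about 67%, or every replicate alone reaching that limit, limit read from the data, passing the limit was not always enough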;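 also: myotubes were challenged with 10 µM simvastatin during compound exposure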
ARNT-TACC3 inh: disrupts binding between human ARNT and TACC3. actives 0.66% (n = 390,000). inhibition, % at 9.99 µM. AlphaScreen His-ARNT PAS-B/GST-TACC3 binding, luminescence; TACC3 fragment carries E629A point mutation. AID 623870;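 active = mean inhibition of replicates at least 50% and at least half of replicates each reaching 50%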;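 also: 0% = complete ARNT plus TACC3 wells and 100% = ARNT alone without TACC3; many hits fall short of the cut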
* marks the source's active call; other numbers are inactive results; x = not tested or not shown; & = joins results of further samples; [ ] = another dose, or the depositor's remark.

SMILES	esBAF inh	Cneo AK release	ERp5 block	SIRT5 inh	miR122 inh	Statin myotox sup	ARNT-TACC3 inh
CCOC(=O)N1CCC(N2C(=O)c3ccccc3C2Nc2ccccc2)CC1 (configuration not stated)	-3	-2	0	1	x	6	23
C/C=C/c1ccc2c(c1)O[C@H](CN(C)Cc1ccc(C(=O)O)cc1)[C@H](C)CN([C@@H](C)CO)S2(=O)=O	-4	53	0	0	15[16.7 µM]	-5	-1
CO[C@@H]1CN(C)C(=O)c2cc(NS(=O)(=O)c3cn(C)cn3)ccc2OC[C@@H](C)N(Cc2ccc(C(F)(F)F)cc2)C[C@H]1C	1	49	-4	10	x	46	-6
COc1ccccc1C(=O)NC(CCSC)C(=O)NC1CC1 (configuration not stated)	1	-1	-4	0	1	13	x
O=C(Nc1c2c(nn1-c1ccccc1)CS(=O)(=O)C2)c1ccc2c(c1)OCO2	-4	-3	-1	-1	x	2	-2
O=C(c1cccc(F)c1)N1CCCCN2[C@H](C1)[C@@H](c1ccc(-c3ccccc3)cc1)[C@@H]2CO	x	0	1	4	-2[16.7 µM]	x	-2
Cc1cc(C)n(CC(=O)N/N=C/c2ccc([N+](=O)[O-])s2)n1	x	x	5	0	-11	x	x
Cc1ccc(C(=O)Nc2ccc(NC(=O)c3cccs3)cc2)c(C)c1	3	-5	-2	-9	2	-11	-1
O=C1CCC(C(=O)N(c2ccccc2)C2(C(=O)NC3CCCCC3)CCCCC2)N1 (configuration not stated)	-8	0	x	x	-2	-6	x
C[C@@H]1CN([C@H](C)CO)C(=O)c2cc(-c3ccncc3)cnc2O[C@H]1CN(C)C(=O)c1ccccc1F	-1	-2	13	0	0[16.7 µM]	4	-5
COc1ccc(NC(=O)c2cc(C3CCCCN3S(=O)(=O)c3ccc(C#N)cc3)on2)c(C)c1 (configuration not stated)	4	1	-3	0	-9	2	x
Cn1c(=O)oc2cc(S(=O)(=O)N3CCN(c4ccccc4F)CC3)ccc21	-7	-1	-1	-4	-2	-8	-3
COc1ccc(OC)c2sc(NC(=O)CCS(=O)(=O)c3ccccc3)nc12	-3	2	2	1	x	2	-5
CCN(CC)c1ccc(NC(=O)CCN2C(=O)c3ccccc3S2(=O)=O)c(C)c1	-3	-3	-2	-2	-5	2	-2
O=C(NC1CCCCC1)c1cc(-c2ccc(F)cc2)on1	59*	4	3	1	-5	-17	-4
CCN(C(=O)COC(=O)CNC(=O)c1ccc(C)s1)c1ccccc1	5	x	-6	-4	-2	-1	3
Cc1nn(CC(=O)NCc2ccccn2)c(C)c1[N+](=O)[O-]	x	-1	2	-4	-6	x	-1
C[C@H]1CN([C@@H](C)CO)C(=O)c2cc(C3=CCCCC3)cnc2O[C@H]1CN(C)Cc1ccccc1C(=O)O	-12	2	-3	-11	1[16.7 µM]	4	2
CN1CCN(c2ccc(NC(=O)c3ccc(Br)o3)cc2)CC1	5	1	-11	2	-3	8	3
O=C(CN1CCN(CC(=O)Nc2ccc3c(c2)OCO3)CC1)Nc1ccc(F)cc1	-17	0	x	x	1	4	-15
COc1ccc(C)cc1NC(=O)C12CCC(C)(C(=O)O1)C2(C)C (configuration not stated)	21	-1	x	x	-9	2	0
Cc1ccc2c(c1)N(CC(=O)NCCc1ccccc1)C(=O)c1cccnc1O2	2	0	5	x	-6	15	x
O=C(NCCc1ccccc1)C1CCN(S(=O)(=O)N2CCCCC2)CC1	-6	0	1	-2	-8	3	-2
CN1C(=O)c2cc(NC(=O)C3CC3)ccc2OC[C@H]2O[C@H](CC(=O)NCC3CCCCC3)CC[C@@H]21	4	-4	5	1	12[16.7 µM]	-3	-4
O=C(NCc1ccc(C(F)(F)F)cc1)c1cccc2c(-c3ccc(F)c(F)c3)coc12	0	1	2	1	0	10	x

Reprinted from the part before: 3 entries, then new ones.
SMILES	esBAF inh	Cneo AK release	ERp5 block	SIRT5 inh	miR122 inh	Statin myotox sup	ARNT-TACC3 inh
O=C(NCCc1ccccc1)C1CCN(S(=O)(=O)N2CCCCC2)CC1	-6	0	1	-2	-8	3	-2
CN1C(=O)c2cc(NC(=O)C3CC3)ccc2OC[C@H]2O[C@H](CC(=O)NCC3CCCCC3)CC[C@@H]21	4	-4	5	1	12[16.7 µM]	-3	-4
O=C(NCc1ccc(C(F)(F)F)cc1)c1cccc2c(-c3ccc(F)c(F)c3)coc12	0	1	2	1	0	10	x
Cc1cc2ncn(-c3ncccc3[N+](=O)[O-])c2cc1C	2	2	1	3	-9	25	9
CCc1ccc(OCC(=O)OC2CCS(=O)(=O)C2)cc1 (configuration not stated)	-4	-2	9	-3	4	-24	3
CC(C)c1cc(C(=O)O)c2ccccc2n1	-2	-5	0	11	9	-5	-5
CC(Sc1nnnn1C)C(=O)Nc1cc(S(=O)(=O)N2CCCCC2)ccc1Cl (configuration not stated)	2	2	-12	0	3	1	-2
O=C(N1CCCC1)C12CCC3CC(CC(C3)C1)C2	-6	4	x	x	-7	-5	22
Cc1c(Cl)c([N+](=O)[O-])nn1CCCC(=O)O	x	x	1	-1	x	x	-13
CCc1ccc(CN2CCC(n3nccc3NC(=O)c3ccccc3Cl)CC2)cc1	-7	4	-1	-6	-4	-14	3
O=C(Nc1cccc(C(=O)N2CCOCC2)c1)c1ccc([N+](=O)[O-])cc1	-4	9	-5	10	x	-5	-3
O=C(NCCc1csc(-c2ccccc2)n1)c1ccc(Br)o1	3	0	2	-3	1	-13	3
O=C(CCc1ccccc1)Nc1ccc(Cl)cn1	43*	0	x	x	57	-136	-5
C/C=C/c1ccc([C@H]2[C@@H](CNC(=O)CC)N(C(=O)COC)[C@H]2CO)cc1	-3	3	0	-2	0[16.7 µM]	6	-6
O=S(=O)(c1ccccc1)c1nnn2c1nc(NC1CCN(Cc3ccccc3)CC1)c1cc(Cl)ccc12	6	-3	-3	-6	22	-29	12
COc1ccc(S(=O)(=O)N(C)C[C@H]2Oc3cc(Br)ccc3S(=O)(=O)N([C@H](C)CO)C[C@H]2C)cc1	4&-3	1&-1	6&-1	0&1	32	-16&4	9
Clc1ccc(C2=Nn3c(nnc3-c3n[nH]c4c3CCC4)SC2)cc1	-11	-1	x	x	7	-13	1
CO[C@@H]1CN(C)C(=O)c2ccc(NS(=O)(=O)c3ccccc3)cc2OC[C@H](C)NC[C@@H]1C	-3	5	2	-2	-12[16.7 µM]	-3	9
COc1ccc(-c2cnc3c(NC(C)=O)cc(-c4cccc(C(=O)NCCN(C)C)c4)cn23)cc1OC	-4	0	-3	-2	-7	-13	x
COC(=O)C1=CO[C@@H](O[C@@H]2O[C@H](CO)[C@@H](O)[C@H](O)[C@H]2O)C2C1CC(O)O[C@H]2C (some centres not stated)	-8	1	8	x	x	-1	-4
CC(C)(C)S(=O)N1Cc2cc(C(=O)NCCCN3CCOCC3)nc(-c3cccc(C#CCC4CCCC4)c3)c2[C@@H]1CCO (some centres not stated)	0	18	0	0	x	x	10
COc1ccc(N(C(=O)c2cccc([N+](=O)[O-])c2)S(=O)(=O)c2ccc3c(c2)n(C)c(=O)n3C)cc1	6	1	x	x	9	8	-2
COc1ccc(N=C2NC(=O)/C(=C\C=C\c3ccccc3)S2)cc1	0	-3	3	-1	-4	7	-3
COc1cccc(CN(C(=O)c2ccco2)C2CCS(=O)(=O)C2)c1 (configuration not stated)	-1	1	-5	-2	x	33	24
CC(C)C(NC(=O)c1ccc(C(C)(C)C)cc1)C(=O)N1CCC(C(N)=O)CC1 (configuration not stated)	-5	1	-1	-4	-8	6	-4
C[C@@H]1CN([C@@H](C)CO)C(=O)c2cc(C#Cc3ccccn3)cnc2O[C@@H]1CN(C)CC1CCOCC1	-3	-4	-2	3	-3[16.7 µM]	14	1
CC(OC(=O)[C@@H](NS(=O)(=O)c1ccccc1)C(C)C)C(=O)c1c(N)n(C)c(=O)n(C)c1=O (some centres not stated)	1	1	-1	x	-10	-2	x
O=C(NC1CCN(C(=O)NCc2ccccc2)CC1)c1ccco1	2	1	x	x	13	101*	-5

Arranged by molecular weight (descending): 5 of the compounds above
SMILES	esBAF inh	Cneo AK release	ERp5 block	SIRT5 inh	miR122 inh	Statin myotox sup	ARNT-TACC3 inh
COc1ccc(S(=O)(=O)N(C)C[C@H]2Oc3cc(Br)ccc3S(=O)(=O)N([C@H](C)CO)C[C@H]2C)cc1	4&-3	1&-1	6&-1	0&1	32	-16&4	9
Clc1ccc(C2=Nn3c(nnc3-c3n[nH]c4c3CCC4)SC2)cc1	-11	-1	x	x	7	-13	1
O=C(Nc1cccc(C(=O)N2CCOCC2)c1)c1ccc([N+](=O)[O-])cc1	-4	9	-5	10	x	-5	-3
COc1ccc(N=C2NC(=O)/C(=C\C=C\c3ccccc3)S2)cc1	0	-3	3	-1	-4	7	-3
O=C(N1CCCC1)C12CCC3CC(CC(C3)C1)C2	-6	4	x	x	-7	-5	22

(listing goes on)
SMILES	esBAF inh	Cneo AK release	ERp5 block	SIRT5 inh	miR122 inh	Statin myotox sup	ARNT-TACC3 inh
Cn1c(SCC(=O)c2ccccc2)ncc(C(=O)Nc2ccccc2)c1=O	-6	-2	0	0	3	2	-4
Cc1ccc(-c2cnc3c(c2)C(=O)N([C@H](C)CO)C[C@H](C)[C@@H](CN(C)C)O3)cc1	-3	-4	-3	-4	-6[16.7 µM]	4	-3
CC(C)(C)NC(=O)CN(C(=O)CS(=O)CC(=O)Nc1ccc(F)cc1)c1ccc(Cl)cc1 (configuration not stated)	-2	1	x	x	2	64	0
CCCCNc1c(-c2ccc(-c3cccc(Cl)c3)cc2)nc2ccccn12	19	-3	3&3	x	3	-20	3
NC(=O)c1cc2ccc(O)cc2oc1=NCc1ccccc1	45*	1	-4	-24	-6	x	-1
CN(C)S(=O)(=O)c1cccc(-c2cn3ccccc3n2)c1	20	5	x	x	-7	x	0
COC(=O)C[C@@H]1CC[C@H]2[C@H](COc3ccc(NC(=O)Nc4ccc(C#N)cc4)cc3C(=O)N2C)O1	-3	-6	-7	-3	9[16.7 µM]	-8	0
CC1CCN(C(=O)CSc2nnc3ccccn23)CC1	39	0	7	-3	x	-2	x
O=C1C(=O)N(c2ccccn2)C(c2cccc(F)c2)/C1=C(/O)c1ccccc1 (configuration not stated)	1	-1	x	x	-1	3	-3
N#Cc1c(NCc2ccccc2)ccnc1NCc1cccnc1	-23	4	x	x	0	-3	-4
CSc1ncc(C(=O)Nc2ccc(Cl)cc2)c(C)n1	5	0	0	-1	14	32	-4
CC(=O)N(C)C[C@@H]1Oc2cc(C#CCC(C)C)ccc2S(=O)(=O)N([C@H](C)CO)C[C@@H]1C	1	6	-2	0	26[16.7 µM]	8	6
COc1ccc(CCNC(=O)CSc2nc(O)c(CCC(C)C)c(=O)[nH]2)cc1OC	7	13	x	x	-6	37	1
Cc1ccc(N/C(=C\C(=O)c2ccccc2)C(=O)O)cc1	x	x	2	0	x	x	22
CCCc1cc(=O)oc2cc(C)cc(OCC(=O)NC3CC3)c12	0	-14	-8	-6	x	-1	-5
Cc1ccc(OCCC(=O)OCC(=O)Nc2ccc(C)cc2Cl)cc1	-2	2	3	-5	1	6	-7
COc1ccc(C(=O)NNC(=S)NC(=O)c2ccc(OC)cc2)cc1	14	7	-6	4	1	6	0
CCc1c(C)nc2ncnn2c1N1CCN(S(=O)(=O)c2ccc(OC)cc2)CC1	x	x	3	-1	-3	x	-8
COc1ccc(C)cc1S(=O)(=O)N(CC(=O)Nc1cccc([N+](=O)[O-])c1)c1cc(C)cc(C)c1	-4	6	-5	-8	x	23	-15
C[C@@H]1CN([C@@H](C)CO)C(=O)c2cc(N(C)C)ccc2O[C@@H](C)CCCCO[C@H]1CN(C)C(=O)c1ccncc1	-5	52	0	2	7[16.7 µM]	2	3
COc1ccc(S(=O)(=O)Nc2ccc3c(c2)C(=O)N([C@H](C)CO)C[C@H](C)[C@@H](CN(C)C(=O)Nc2ccc(C(F)(F)F)cc2)OCCCC[C@@H](C)O3)cc1	-3	-2	3	0	1[16.7 µM]	x	-2
O=P(COCCCCCOCP(=O)(c1ccccc1)c1ccccc1)(c1ccccc1)c1ccccc1	x	x	1	-4	-5	x	-3
CCN1CCN(C(=O)CCCn2c(C)c3cnn(-c4ccccc4)c(=O)c3c2C)CC1	-4	-2	-7	6	x	-2	30
CC1(C(=O)NCC2CCCCC2)CCN1CCc1ccccc1 (configuration not stated)	-7	7	-1	4	x	5	x
